High-throughput results as filed in PubChem.
PAFAH2 inh: PAFAH2 (human) inhibition | 0.99% of 340,000 active | inhibition, % at 3.39 µM | recombinant PAFAH2, FP-rhodamine activity probe, fluorescence polarization;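 active = inhibition above the mean over all tested compounds plus 3 SD, cut at about 30% in these data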;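 also: inhibitors block probe labeling of enzyme so polarization drops; 0% = enzyme with DMSO and 100% = wells lacking PAFAH2 protein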
PAFAH1B2 inh: PAFAH1B2 (human) inhibition; P68402; recombinant PAFAH1B2, FP-rhodamine activity probe, fluorescence polarization; inhibition, % at 3.39 µM; 1.2% of 340,000 active;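 active = inhibition above the mean of all tested compounds plus 3 SD, cut at about 24% in these data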;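 also: 0% = enzyme with DMSO and 100% = wells lacking PAFAH1B2; many of its hits are not listed in these tables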
pPAFAH inh: pPAFAH (human) enzyme inhibition; inhibition, % at 3.39 µM; recombinant pPAFAH, FP-rhodamine probe fluorescence polarization; 1.5% of 330,000 active; Q13093;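 active = inhibition above the mean inhibition across the screen plus 3 SD, cut at about 25% in these data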;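 also: inhibitors block binding of the rhodamine activity-based probe so polarization drops; 0% = enzyme with DMSO and 100% = wells lacking pPAFAH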
PME-1 primary: blocks human protein phosphatase methylesterase 1. Q9Y570. recombinant PME-1, FP-Rh probe fluorescence polarization. inhibition, % at 5.9 µM. 0.53% of 320,000 active;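 active = inhibition above the campaign mean of all compounds plus 3 SD, cut at about 26% in these data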;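 also: competitive labeling of PME-1 active site by serine hydrolase directed probe; 0% = PME-1 with DMSO and 100% = wells lacking PME-1 enzyme; inhibitors block probe labeling so polarization falls and inhibition rises; many of its hits are not listed in these tables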
Target sequence (Q9Y570 whole entry, looked up): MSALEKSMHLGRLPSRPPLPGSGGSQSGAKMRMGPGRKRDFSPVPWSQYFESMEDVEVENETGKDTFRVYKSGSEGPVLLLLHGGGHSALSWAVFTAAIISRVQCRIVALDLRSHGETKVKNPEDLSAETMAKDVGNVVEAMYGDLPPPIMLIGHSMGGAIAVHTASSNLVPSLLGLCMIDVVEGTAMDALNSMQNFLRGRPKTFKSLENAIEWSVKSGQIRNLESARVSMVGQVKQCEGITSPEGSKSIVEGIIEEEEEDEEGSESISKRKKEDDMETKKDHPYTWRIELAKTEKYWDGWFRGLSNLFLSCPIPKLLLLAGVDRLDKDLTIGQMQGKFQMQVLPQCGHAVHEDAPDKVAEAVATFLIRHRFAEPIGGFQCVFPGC
PAD4 inh: blocks human protein arginine deiminase 4 | Q9UM07 | recombinant PAD4, RCA probe fluorescence polarization | inhibition, % at 6.36 µM | 0.41% of 330,000 active | AID 485272;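 active = percent inhibition above a cutoff equal to the mean of all tested compounds plus 3 SD, cut at about 15% in these data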;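 also: 0% = PAD4 with RCA probe and DMSO and 100% = probe without PAD4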
GSTO1 counter: GSTO1 inhibition, counter-screen for RBBP9 inhibitors; AID 1974; inhibition, % at 5.96 µM; 1.1% of 300,000 active; recombinant GSTO1, activity-based probe fluorescence polarization;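 active = inhibition above the campaign mean inhibition plus 3 SD, cut at about 35% in these data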;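 also: 0% = GSTO1-1 with DMSO and 100% = wells lacking GSTO1-1 enzyme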
LYPLA2 inh: blocks human lysophospholipase 2, a PME1 counter-screen; O95372; recombinant LYPLA2, FP-Rh probe fluorescence polarization; 0.38% of 320,000 active; AID 2177; inhibition, % at 5.9 µM;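 active = inhibition above the screen-wide mean plus 3 SD, limit set per campaign, cut at about 26% in these data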;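 also: 0% = LYPLA2 with DMSO and 100% = wells lacking LYPLA2 enzyme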
Target sequence (O95372 whole entry, looked up): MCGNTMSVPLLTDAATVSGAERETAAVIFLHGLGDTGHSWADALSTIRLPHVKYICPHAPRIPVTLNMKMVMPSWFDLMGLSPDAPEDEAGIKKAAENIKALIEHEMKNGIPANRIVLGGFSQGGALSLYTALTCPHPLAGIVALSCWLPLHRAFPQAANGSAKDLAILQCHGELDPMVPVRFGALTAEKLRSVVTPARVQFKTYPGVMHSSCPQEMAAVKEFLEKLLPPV
PAFAH1B3 inh: PAFAH1B3 (human) inhibition. Q15102. recombinant PAFAH1B3, FP-rhodamine probe, fluorescence polarization. inhibition, % at 3.39 µM. 0.28% of 340,000 active;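 active = inhibition above the screen-wide average of all tested compounds plus 3 SD, cut at about 25% in these data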;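 also: 0% = enzyme with DMSO only and 100% = wells lacking PAFAH1B3 protein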
Target sequence (Q15102 whole entry, looked up): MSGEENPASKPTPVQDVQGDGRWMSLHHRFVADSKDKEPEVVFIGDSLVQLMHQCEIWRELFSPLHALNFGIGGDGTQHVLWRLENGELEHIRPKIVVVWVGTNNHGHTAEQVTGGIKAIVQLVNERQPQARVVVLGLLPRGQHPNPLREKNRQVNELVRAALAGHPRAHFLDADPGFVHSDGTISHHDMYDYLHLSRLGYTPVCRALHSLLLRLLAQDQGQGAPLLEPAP
LYPLA1 inh: LYPLA1 (human) inhibition in PME1 counter-screen. recombinant LYPLA1, FP-Rh probe fluorescence polarization. inhibition, % at 5.9 µM. 0.16% of 320,000 active. AID 2174;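 active = inhibition above the mean of all tested compounds plus 3 SD, set per campaign, cut at about 14% in these data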;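 also: inhibitors block serine hydrolase probe labeling of LYPLA1 so polarization falls; 0% = enzyme with DMSO and 100% = wells lacking LYPLA1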
Target sequence (O75608 whole entry, looked up): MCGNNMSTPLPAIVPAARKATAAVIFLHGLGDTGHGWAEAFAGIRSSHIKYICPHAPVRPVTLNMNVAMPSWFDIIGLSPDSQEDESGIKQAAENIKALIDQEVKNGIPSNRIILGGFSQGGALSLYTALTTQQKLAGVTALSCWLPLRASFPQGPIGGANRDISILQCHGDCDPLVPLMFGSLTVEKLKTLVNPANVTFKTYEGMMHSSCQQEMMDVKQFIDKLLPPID
* hit, by the source's call; x = no result given. This is a subset; count on the stated rates, not on these rows.

SMILES	PAFAH2 inh	PAFAH1B2 inh	pPAFAH inh	PME-1 primary	PAD4 inh	GSTO1 counter	LYPLA2 inh	PAFAH1B3 inh	LYPLA1 inh
O=C(O)c1cnc(-c2ccccc2)nc1Sc1cccc(Cl)c1	7	4	-1	0	3	-14	0	-6	-4
Cc1cccn2c(CN(C)CC3CCCCO3)c(C(=O)N3CCCCC3)nc12 (stereo not given)	2	2	6	2	-7	1	2	9	-4
O=C(NNc1ccccn1)C(c1ccccc1)c1ccccc1	3	2	1	-5	-1	10	3	-7	-6
CCOC(=O)Cc1nnc(NC(=O)c2ccccc2OCC)s1	0	9	0	4	7	0	3	2	0
Nc1nnc(SCc2cc3c(cc2Cl)OCO3)s1	3	3	7	2	-3	2	2	5	-1
Cn1nc(C(C)(C)C)c([N+](=O)[O-])c1C(=O)NCCO	1	2	-4	-5	6	-1	3	7	-1
CC(=C/c1ccco1)/C=N/NC(=O)c1nnn(-c2nonc2N)c1CN(C)C	1	-3	5	-2	-4	1	4	0	0
Cc1ccc2c(c1)CCCN2C(=O)c1cccs1	1	13	2	0	-2	7	2	2	0
COCCOc1cc(NC(=O)c2cccc(OC)c2)c(Cl)cc1Cl	2	0	9	7	0	1	-3	0	1
COc1cccc(C(=O)NC2CCN(CC(=O)Nc3c(C)cc(C)cc3C)CC2)c1	x	x	-2	5	-4	9	5	x	3
COCCC(=O)NNS(=O)(=O)c1ccc(Cl)cc1	-1	5	0	5	4	2	-7	12	6
Cc1[nH]c2ccccc2c1C(=O)CSc1n[nH]c(N)n1	-7	-1	2	8	-1	1	5	-4	3
Cc1ccc(C)c(NS(=O)(=O)c2ccc(OCC(=O)N3CCCC3)cc2)c1	5	-1	25*	4	-1	-3	0	-12	-2
COc1ccc([C@H]2CC(=O)C=C(c3ccc4c5c(cccc35)CC4)C2)cc1	1	-8	1	-2	-2	x	-8	4	-5
CC(=O)Nc1ccc(/C=N/NC(=S)NC(C)C)cc1	-3	-3	0	0	1	5	-6	0	-1
CCOc1ccc(/C=N/NC(=O)c2nnn(-c3nonc3N)c2CN(C)C2CCCCC2)cc1	-2	0	4	-4	-3	2	1	4	-3
CCOc1cccc2sc(N(CCCN(C)C)C(=O)c3ccc(S(=O)(=O)N4CCCCCC4)cc3)nc12	5	6	1	2	4	-1	4	9	0
COc1cccc(NC(=O)c2ccccc2NS(C)(=O)=O)c1	11	3	1	7	2	-11	11	0	4
OC[C@@H]1[C@@H](c2ccccc2)C(c2cccc(Cl)c2)=NN1c1ccccc1	-1	0	9	x	2	x	x	6	x
CC1CCN(C2=NC(=O)/C(=C/c3cn(-c4ccccc4)nc3-c3cccc(S(=O)(=O)N(C)C)c3)S2)CC1	-25	-10	0	-8	-5	-9	2	-21	0
CCN(CC)S(=O)(=O)c1ccc2[nH]c(=O)cc(C(=O)Nc3cccc(C(C)=O)c3)c2c1	-5	1	3	12	5	-9	-2	5	-7
COC(=O)c1ccccc1NC(=S)NC(=O)C1CCCCC1	-1	-2	5	-6	0	28	-4	2	-1
COc1cc(OC)cc(C(=O)Nc2ccc3c(c2)OCCO3)c1	-4	-4	7	-3	-1	-3	3	0	-2
CCOc1ccc(CNS(=O)(=O)c2c(C(=O)N3CCCC3)c(C)n(C)c2C)cc1OC	4	0	4	0	-6	4	-1	-6	0
Cc1cccc(NC(=S)N=Nc2c(O)n(C)c3ccc(S(=O)(=O)N4CCOCC4)cc23)c1	7	8	6	6	-4	32	3	11	-3
CC(C)n1c(CN2CCN(C(=O)c3ccco3)CC2)nc2c1c(=O)n(C)c(=O)n2C	1	2	-1	2	-7	2	6	-8	5
COCCn1c(=O)[nH]c2cc(C(=O)OC)ccc2c1=O	-2	6	-1	0	-1	3	-3	0	1
COc1ccc(CC(=O)OC(C)C(=O)Nc2ccc(S(N)(=O)=O)cc2)cc1 (stereo not given)	-4	1	1	6	0	5	5	10	1
CC(C)c1ccc2oc3nc(N)c(C(=O)O)cc3c(=O)c2c1	x	x	3	-6	-6	-1	7	x	-1
O=C(Nc1ccccc1)c1cc([N+](=O)[O-])ccc1NC1CCCCC1	-11	-11	3	-25	1	-7	-26	-14	-11
O=C(O)/C=C/C(=O)N1N=C(c2ccco2)CC1c1ccco1 (stereo not given)	-6	6	8	-2	-6	-7	-3	2	-1
CCCCn1c(N)c(N(CCOC)C(=O)c2cccc(OCc3ccccc3)c2)c(=O)[nH]c1=O	-6	7	3	-3	-2	5	0	0	-3
COc1ccc(CCNC(=O)C2CCN(C(=O)c3ccc([N+](=O)[O-])cc3)CC2)cc1	0	2	5	1	-7	-2	13	5	1
CNC(=O)c1c(I)c(C(=O)NCC(=O)Nc2c(I)c(C(=O)O)c(I)c(C(=O)NCCO)c2I)c(I)c(N(C)C(C)=O)c1I	-13	-1	-2	3	1	8	0	4	-2
CCOc1ncccc1C(=O)OCc1csc(CC(=O)Nc2ccccc2C)n1	-3	-4	8	5	-1	x	0	8	-1
Cc1cc(Br)cn2cc(C(=O)O)nc12	-2	0	3	-5	0	-13	-2	7	-1
Cc1ncc(CN2CCN(Cc3ccc(F)cc3)C(CCO)C2)s1 (stereo not given)	2	6	1	1	-4	2	5	5	2
Cc1ccc(C(=O)NNC(=O)C2CCN(Cc3ccccc3)CC2)cc1	3	0	2	0	-5	3	5	-1	3
CC(C)Nc1nnc(SC(C)C(=O)NCc2ccc3c(c2)OCO3)s1 (stereo not given)	-5	5	6	-4	-1	-5	5	3	3
O=C(CSc1nnc(SCc2ccccc2)s1)N/N=C/C=C\c1ccco1	27	3	28*	0	-8	8	6	3	-8
C[C@H](CO)N1C[C@H](C)[C@@H](CN(C)S(=O)(=O)c2ccccc2)Oc2ccc(NC(=O)Nc3ccc(C(F)(F)F)cc3)cc2C1=O	-71	-23	-23	x	-6	x	x	-33	x
CCCNC(=O)C12CCC(C)(C(=O)C1Br)C2(C)C (stereo not given)	0	-3	4	-1	-4	-1	3	5	-5
COc1ccc(CC2(CO)CCN(Cc3cccc(OC)c3OC)CC2)cc1	8	-1	3	1	1	13	10	0	2
CCc1cc(=O)oc2cc(OCC(=O)N3CCC[C@H]3C(=O)O)ccc12	-3	-1	1	2	-1	4	-2	9	-3
Cc1cccc(OCC(=O)O/N=C(\N)c2ccc(Cl)cc2)c1	-1	5	2	3	2	5	3	0	1
Cc1ccccc1OCC(=O)Nc1sc(C(=O)Nc2cccc(C)c2C)c(C)c1C#N	-9	-1	1	-4	-2	-1	4	2	-1
Oc1ccc(/C=N/Nc2cc(N3CCCC3)nc(N3CCCC3)n2)cc1O	9	-2	56*	6	1	46*	-8	20	-6
CN(C)c1nc(NCc2ccccc2)nc(N/N=C/c2ccc(Br)cc2)n1	5	-5	-2	9	-3	1	6	2	3

Rewritten bar-delimited: entries from further up.
canonical_smiles | PAFAH2 inh | PAFAH1B2 inh | pPAFAH inh | PME-1 primary | PAD4 inh | GSTO1 counter | LYPLA2 inh | PAFAH1B3 inh | LYPLA1 inh
Cc1ccc2c(c1)CCCN2C(=O)c1cccs1 | 1 | 13 | 2 | 0 | -2 | 7 | 2 | 2 | 0
COCCOc1cc(NC(=O)c2cccc(OC)c2)c(Cl)cc1Cl | 2 | 0 | 9 | 7 | 0 | 1 | -3 | 0 | 1

(list continues)
SMILES	PAFAH2 inh	PAFAH1B2 inh	pPAFAH inh	PME-1 primary	PAD4 inh	GSTO1 counter	LYPLA2 inh	PAFAH1B3 inh	LYPLA1 inh
CC(=O)c1cccc(NC(=O)CCNC(=O)c2cccc(C)c2)c1	4	3	1	-3	-7	6	7	-1	1
CNC(=O)c1ccc(Nc2nnc(C)c3ccccc23)cc1	0	-3	-2	-1	-8	1	-4	-6	2
O=S(=O)(NCC(c1ccco1)N1CCc2ccccc21)c1ccccc1 (stereo not given)	9	0	7	6	-5	7	3	12	0
CC1CCCC(C)N1C(=O)COC(=O)c1ccc(F)c(S(=O)(=O)N2CCOCC2)c1 (stereo not given)	-3	1	2	-2	1	-2	-2	3	2
CCc1ccc(NC(=O)Cn2nc(C(F)(F)F)c3c2CCC3)cc1	8	0	-2	-5	0	-4	3	20	1
O=C(CSc1nc2ncc(Cl)cc2[nH]1)c1ccc2c(c1)OCO2	x	x	-3	-28	-7	-20	-30	x	-9
CC(C)Cn1c(NCCO)nc2ccccc21	-1	0	6	3	7	-2	9	2	-1
CCOC(=O)N1CCN(CCC(=O)c2ccc(Cl)cc2)CC1	8	8	0	1	-4	-2	7	3	2
C#CCOCCOCCOCCNc1nc(N2CCN(C(=O)C([C@@H](C)CC)n3cc(C(N)Cc4ccc(O)cc4)nn3)CC2)nc(N2CCN(C(=O)[C@H](CCC(=O)O)n3cc(C(N)[C@H](C)CC)nn3)CC2)n1 (stereo not given in full)	1	-3	-2	-2	2	5	1	3	0
O=C(NCc1ccccc1)c1cc(-c2ccco2)on1	-6	2	3	6	-3	-4	8	7	-2
CC(C)Cc1nc2oc3c(NCCCN4CCOCC4)ncnc3c2c2c1CCC2	-6	-2	2	7	2	1	5	0	1
CC1(C)CC(=O)C([N+](=O)[O-])=C(NCCCC(=O)O)C1	-4	0	-8	-6	-3	1	-3	11	-1
O=C(Nc1ccc(C(=O)N2CCN(c3ccc(Cl)cc3)CC2)cc1)C1=CSCCO1	-1	-2	2	-4	2	5	3	8	-3
O=C(CSc1nnc(CNC(=O)c2ccccc2)o1)Nc1ccc2c(c1)OCO2	3	5	-1	5	-5	7	4	3	-1
CCCCSc1nnc(CNC(=O)C23CC4CC(CC(C4)C2)C3)n1Cc1ccccc1	0	13	6	-3	-1	0	-1	2	1
O=c1oc2cc(Br)ccc2n1Cc1ccccc1	0	4	4	-1	1	-1	-1	2	-3
O=C(O)Cc1ccc(NC(=O)c2ccc3c(c2)C(=O)N(CC2CCCO2)C3=O)cc1 (stereo not given)	-5	-4	1	0	-2	-6	-2	-2	0
Nc1ncc(-c2ccccc2)c(-c2ccc(OCc3ccccc3)cc2O)n1	6	1	14	-1	0	-9	-6	-1	-6
CSc1ncccc1C(=O)Nc1cccc(S(=O)(=O)N2CCCCC2)c1	4	0	-3	1	0	x	-9	8	-6
Cc1cccc(NC(=O)C2CCCN(c3nc(C)cc(C)n3)C2)c1 (stereo not given)	-3	-3	0	-3	-2	2	-3	-2	1
C=CCOC(=O)C1=C[C@@H](c2cn(C(C)=O)c3ccccc23)C[C@@H](OCc2ccc(CO)cc2)O1	-5	-6	8	-2	-6	-1	-11	-1	-3
COc1ccccc1N(C)S(=O)(=O)c1ccc(C(=O)OC(C)C(=O)NCc2ccc3c(c2)OCO3)cc1 (stereo not given)	3	-1	0	5	-3	-2	-5	4	-2
CCOC(=O)C1CCCN(C(=O)Cc2ccc(Cl)cc2)C1 (stereo not given)	14	8	2	-5	-2	5	-4	1	-5
O=C(CSC1=NS(=O)(=O)c2cc(Cl)ccc2N1)Nc1ccccc1C(F)(F)F	4	6	-7	0	7	9	4	6	0
O=C(CCS(=O)(=O)c1ccccc1)Nc1nc2c(s1)CCCC2	0	2	-3	2	-2	5	6	-3	1
COc1ccc(S(=O)(=O)NCCSC(C)(C)C)cc1	0	5	10	2	-1	-1	8	4	-1
CCOCCSc1nnc2nc(C)cc(C)n12	-3	5	2	1	-1	-3	3	3	3
Cc1ccc(-n2nc3c(c2NC(=O)c2ccc4c(c2)OCO4)CS(=O)C3)c(C)c1 (stereo not given)	3	-3	-4	6	2	0	-6	-1	-2
O=C(CSc1nc(=O)n2ccccc2n1)NCc1ccccc1	0	1	1	0	-6	2	4	-4	0
CCCCC1(C)OC(=O)C(=Cc2c[nH]c3ccccc23)C(=O)O1 (stereo not given)	10	-3	-3	-8	-5	-1	11	13	0
